# Assay outcomes: PubChem, National Center for Advancing Translational Sciences (NCATS)
# TrxR1 inh: rat TrxR1 inhibition | recombinant rTrxR1, NADPH fluorescence consumption, selenite substrate | Potency, µM (titrated, usually from 114 µM), without a hit: at the highest dose activity change, negative = inhibition, actives largely listed as inhibitors | 390,000 compounds, 1% hits | AID 588453; also: % is scaled to controls: 0 for no effect and ±100 for the full control effect; nearly all actives have a fitted effect of over 65% in size
#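 Rat TrxR1 (90 nM in the dispensed reagent) was pre-reduced with 400 uM NADPH for 5 min at room temperature, then incubated with compound for 15 min. After 400 uM selenite was added, NADPH fluorescence (Ex 340/Em 450 nm) was followed for 8 min.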
# RGS4 inhibitor: blocks human RGS4-accelerated GTP hydrolysis. Potency, µM (series often up to 114 µM), for inactives: top-dose activity change, negative = inhibition, usual class: inhibitors. Transcreener GDP fluorescence polarization, RGS4-accelerated GTP hydrolysis. P49798. 390,000 compounds, 0.039% hits; also: % is scaled to controls: 0 for no effect and ±100 for the full control effect; nearly all actives have a fitted effect of over 75% in size; some results filed as inactive show a strong effect at the top dose
# Target sequence (P49798 whole entry, looked up): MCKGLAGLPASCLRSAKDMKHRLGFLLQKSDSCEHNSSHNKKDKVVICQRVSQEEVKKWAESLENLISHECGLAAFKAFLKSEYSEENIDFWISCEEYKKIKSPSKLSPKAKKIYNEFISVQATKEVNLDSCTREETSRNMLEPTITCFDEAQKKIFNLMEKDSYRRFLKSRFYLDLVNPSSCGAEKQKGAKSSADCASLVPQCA
#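 MLSMR compounds (23 nl, pin-transferred) preincubated 10 min at room temperature with a 500nM (2x) first reagent, then RGS4 at 900nM (2x) plus Transcreener GDP mix added; fluorescence polarization (620/688 nm) read before and after 90 min at 30 °C.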
# Vif-A3F inh: blocks the Vif interaction with APOBEC3F | 390,000 compounds, 0.2% hits | Potency, µM (highest dose often 46.1 µM), without a hit: at the top dose activity, negative = active | AID 602313 | HeLa A3F-eYFP + Vif (tagged APOBEC3F with the HIV-1 protein that degrades it), YFP fluorescence increase; also: % of control where 0% means no effect; nearly all actives have a fitted effect of over 65% in size
#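 HeLa cells stably expressing A3F-eYFP plus Vif, plated and incubated overnight at 37 deg C, then exposed to compounds overnight at 37 deg C. Blocked degradation read as raised yellow fluorescence (Ex 488/Em 500-530).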
# Vif-APOBEC3G blk: inhibitors of Vif-APOBEC3G interaction. Q9HC16. HeLa A3G-eYFP + Vif (tagged APOBEC3G with the HIV-1 protein that degrades it), YFP fluorescence, overnight. Potency, µM (top dose mostly 46.1 µM), for inactives: top-dose activity, negative = active, most hits filed as inhibitors. 410,000 compounds, 0.076% hits;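 also: % is scaled to controls: 0 for no effect and ±100 for the full control effect; nearly all actives have a fitted effect of over 60% in size; hits raise eYFP signal because A3G escapes Vif-driven loss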
#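 HeLa cells stably expressing Vif and C-terminally eYFP-tagged A3G, seeded overnight at 37 deg C, then exposed to compound by pintool overnight at 37 deg C. Rise in yellow fluorescence (Ex 488/Em 500-530, Acumen) marks blocked Vif-driven A3G degradation.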
# IDH1 R132H inh: inhibitors of human mutant IDH1 R132H. O75874. IDH1-R132H enzyme, NADPH consumption, diaphorase/resazurin fluorescence. 390,000 compounds, 0.093% hits. Potency, µM (highest dose often 76.6 µM), for inactives: top-dose activity change, negative = inhibition, hits mostly inhibitors; also: % is scaled to controls: 0 for no effect and ±100 for the full control effect; nearly all actives have a fitted effect of over 65% in size
#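 IDH1-R132H (0.5 ug/mL dispensed) in pH 7.5 Tris buffer was preincubated 30 min with compound, then given a substrate mix of 0.016 mM NADPH and 2 mM alpha-KG for 80 min at room temperature; remaining NADPH was read by diaphorase/resazurin fluorescence.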
# TrxR1 substrate: is turned over as a substrate by rat TrxR1. purified TrxR1 substrate turnover, NADPH consumption readout. Potency, µM (series often up to 114 µM), without a hit: at the top dose activity change, negative = substrate turnover. 390,000 compounds, 0.01% hits. AID 588456; also: % is scaled to controls: 0 for no effect and ±100 for the full control effect; nearly all actives have a fitted effect of over 50% in size
#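 Rat TrxR1, dispensed at 90 nM, was prereduced with 400 uM NADPH (final) for 5 min at ~22 deg C, then incubated with compound 15 min before 400 uM selenite. A first-read NADPH fluorescence drop versus no-compound background flagged substrates.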
# RXFP1 agonist: RXFP1 (human) receptor agonism; HEK293T-RXFP1 cAMP TR-FRET, 30 min; response scale: percent of porcine relaxin response, buffer zero; Potency, µM (highest dose often 57.5 µM), for inactives: top-dose activation, usual class: activators; 370,000 compounds, 0.3% hits; also: % is scaled to controls: 0 for no effect and ±100 for the full control effect; nearly all actives have a fitted effect of over 60% in size; many of its hits are not listed in these tables
#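 HEK293 cells stably expressing RXFP1, treated 30 min at 37C with compounds plus PDE4 inhibitor Ro 20174; cAMP measured by HTRF TR-FRET. Normalized to buffer and 29 nM porcine relaxin; EC50 by Hill fit.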
# USP1 inh: USP1/UAF1 (human) deubiquitinase inhibition. O94782. recombinant USP1/UAF1, Ub-Rhodamine cleavage fluorescence. Potency, µM (titrated, usually from 57.1 µM), for inactives: at the highest dose activity change, negative = inhibition, usual class: inhibitors. 390,000 compounds, 0.23% hits. AID 743255; also: % is scaled to controls: 0 for no effect and ±100 for the full control effect; nearly all actives have a fitted effect of over 60% in size; inactives centre near -12
#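 USP1/UAF1 complex at 1 nM was preincubated with compound for 15 min at room temperature, then Ub-Rho substrate (150nM final) was added. Fluorescence (480/540 nm) was read kinetically, 6 reads every 60 seconds.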
# 12-LOX inh: ALOX12 (human) lipoxygenase inhibition; AID 1671190; 580,000 compounds, 1.1% hits; Potency, µM (top dose mostly 108 µM), without a hit: at the top dose activity change, negative = inhibition, hits mostly inhibitors; P18054; purified 12hLO, xylenol orange hydroperoxide absorbance; also: % is scaled to controls: 0 for no effect and ±100 for the full control effect
# Target sequence (P18054 whole entry, looked up): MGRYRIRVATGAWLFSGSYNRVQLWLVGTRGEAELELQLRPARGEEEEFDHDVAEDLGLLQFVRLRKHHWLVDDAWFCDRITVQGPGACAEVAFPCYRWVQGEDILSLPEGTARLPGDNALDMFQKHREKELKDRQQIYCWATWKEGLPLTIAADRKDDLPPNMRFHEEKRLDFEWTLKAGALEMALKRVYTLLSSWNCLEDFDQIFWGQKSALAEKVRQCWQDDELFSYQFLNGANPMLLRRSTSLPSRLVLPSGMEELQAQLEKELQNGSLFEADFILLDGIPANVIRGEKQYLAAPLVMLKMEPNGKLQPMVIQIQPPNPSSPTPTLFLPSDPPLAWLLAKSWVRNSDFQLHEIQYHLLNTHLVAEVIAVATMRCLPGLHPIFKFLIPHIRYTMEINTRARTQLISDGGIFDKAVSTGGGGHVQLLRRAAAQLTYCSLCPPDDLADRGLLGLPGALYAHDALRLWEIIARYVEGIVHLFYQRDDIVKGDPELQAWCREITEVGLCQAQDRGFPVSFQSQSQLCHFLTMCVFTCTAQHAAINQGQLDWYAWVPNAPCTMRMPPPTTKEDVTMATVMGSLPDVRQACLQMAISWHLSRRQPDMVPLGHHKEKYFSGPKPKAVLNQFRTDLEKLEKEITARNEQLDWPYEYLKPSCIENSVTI
#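 Purified human 12hLO at 150 nM in 25 mM Hepes, 0.01% Triton X-100, pH 7.0, preincubated 15 min at room temperature with compound. Reaction started with 40 uM arachidonic acid, 30 min at room temperature. Hydroperoxide measured by Fe-xylenol orange, 573/405 nm absorbance ratio.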
# An asterisk follows results filed as active; ? = inconclusive; . = not tested or not shown; [ ] = dose if it differs, or a comment. Calls follow the shape of the dose curve; as a rule, active = well fitted curve in the direction sought with a large enough effect; inconclusive = small, poorly fitted or top-dose-only effect, or another doubt; inactive = no such curve, though single readings can be large; an effect the other way counts as inactive or inconclusive. Potency is read from the fitted curve at half-maximal effect. The list is partial; count on the stated rates, not on these rows.
item	structure	TrxR1 inh	RGS4 inhibitor	Vif-A3F inh	Vif-APOBEC3G blk	IDH1 R132H inh
1	Cc1ccc(OCc2ccc(-c3nc(C#N)c(NCc4cccnc4)o3)o2)cc1	20%	-22%	-3%	-1%	-4%
2	COc1cc(NC(=O)c2cc(-c3cccs3)on2)c(OC)cc1Cl	17%	8%	4%	-4%	-2%
3	CCOc1ccc(-c2nc(N)ncc2Oc2cccc(OC)c2)c(O)c1	-16%	-17%	0%	-19%	0%
4	Cc1cc(C(=O)CCl)c(C)n1CC1COc2ccccc2O1 (configuration not stated)	?	-8%	-12%	?	?
5	CN(CC(=O)Nc1ccccc1C(F)(F)F)C(=O)C1=COCCO1	12%	7%	-9%	1%	1%
6	CCOc1ccc(N2CC(NS(=O)(=O)c3cccnc3)CC2=O)cc1 (configuration not stated)	9%	-51%	-1%	3%	-2%
7	CCC1CCc2nc3sc(C(=O)Nc4ccc(C)cc4C)c(N)c3cc2C1 (configuration not stated)	14%	?	-20%	-7%	-10%
8	Cc1ccc(Cn2c(CNC(=O)c3ccccc3Br)nc3cccnc32)cc1	24%[57.1 µM]	-19%	0%	-1%	-20%
9	COc1cc(OC)cc(C(=O)Nn2c(C)nc3ccccc3c2=O)c1	-2%	5%	-7%	-2%	5%
10	O=P(O)(CP(=O)(c1ccccc1)c1ccccc1)c1ccccc1O	?	-16%	1%	0%	8%
11	Nc1c(C(=O)Nc2ccc(C(F)(F)F)cc2)sc2nc(-c3cccs3)ccc12	25%	-10%	-2%	1%	9%
12	O=C(NCc1cccnc1)c1cc2nc(-c3cccs3)cc(C(F)(F)Cl)n2n1	?	1%	-1%	-12%	-7%
13	CCOC(=O)CNC(=O)CNC(=O)c1ccc(OC)cc1	-7%	-9%	0%	3%	0%
14	Cn1c(/N=C/c2c[nH]c3ccccc23)nc2ccccc21	-12%	7%[11.4 µM]	-2%	-5%	-1%
15	COc1cc(C2SCCS2)cc(Br)c1Oc1ncccc1[N+](=O)[O-]	-1%[57.1 µM]	-7%	-2%	-1%	13%

item	TrxR1 substrate	RXFP1 agonist	USP1 inh	12-LOX inh
1	6%	-2.1%	?	-4%
2	13%	7.9%	-18%	-1%
3	-14%	-0.1%	-11%	?
4	18%[57.1 µM]	0.8%	-29%	-23%
5	3%	3.1%	-20%	25%
6	8%	0.7%	-11%	22%
7	43%[activator]	18%	-25%	-16%
8	1%[57.1 µM]	-1.1%	-19%	-13%
9	-6%	1.1%	-2%	-10%
10	6%[57.1 µM]	-0.1%	-6%	-22%
11	5%	?	?	-24%
12	-7%	4.0%	-9%	-1%
13	-11%	0.6%	-1%	136%[activator]
14	-15%	0.1%	-16%	-35%
15	-3%	3.6%	?	326%[activator]

# Next entries follow:
item	structure	TrxR1 inh	RGS4 inhibitor	Vif-A3F inh	Vif-APOBEC3G blk	IDH1 R132H inh
16	Cc1nc(NCCN2CCOCC2)c2nnn(Cc3ccccc3Cl)c2n1	16%	6%	3%	1%	9%
17	CCOC(=O)c1cc(-c2ccccc2)n(-c2cccc(C(=O)Nc3ccc(OCC)cc3)c2)c1C	29%[57.1 µM]	15%	0%	5%	-13%
18	COc1ccccc1NC(=O)NCCCN1CCN(c2ccc(F)cc2)CC1	2%	-17%	2%	3%	-1%
19	COc1ccc(CCNS(=O)(=O)c2ccc3c(c2)CC(C)N3C(C)=O)cc1OC (configuration not stated)	0%	0%	2%	2%	6%
20	COc1ccc(C(=O)NNC(=O)CN2CCN(c3nc(-c4ccccc4)cs3)CC2)cc1	8%	-11%	-16%	-10%	11%
21	COc1ccc(C)cc1S(=O)(=O)N1CCC(C(=O)NCCC2=CCCCC2)CC1	18%	-7%	1%	-8%	3%
22	CCOC(=O)C(=NCCOC)NNc1cc(Cl)ccc1Cl	29%	-33%	-5%	-7%	2%
23	O=C(COc1ccc2cc(-c3ccccc3)c(=O)oc2c1)NCC1CCC(C(=O)O)CC1 (configuration not stated)	32µM*	1%	-4%	0%	-1%
24	Cc1ccc(C2=[N+]([O-])C(C)(C)CC2)cc1	1%[57.1 µM]	-1%	-4%	-2%	1%
25	CCOc1ccccc1C1CC(=O)Nc2c1c(=O)n(C)c(=O)n2C (configuration not stated)	2%	18%	6%	3%	-1%
26	O=C(Nc1ccc2c(c1)OCCO2)NC12CC3CC(CC(C3)C1)C2	7%	-4%	-6%	1%	6%
27	COc1ccc(CCNS(=O)(=O)c2ccc3c(c2)NC(=O)C(C)S3)cc1OC (configuration not stated)	7%	16%	-13%	-25%	-5%
28	CCOCCCNCc1ccc(OCc2ccccc2Cl)cc1	-11%	7%	3%	0%	1%
29	O=C1NC[C@@H](Cc2ccc(O)cc2)N(CCc2cccc(F)c2)C1=O	-10%[57.1 µM]	7%	2%	3%	9%
30	COc1cccc(C(=O)NNC(=O)C(=O)Nc2ccc(C)c(Cl)c2)c1	-5%	-2%	5%	4%	-1%

item	TrxR1 substrate	RXFP1 agonist	USP1 inh	12-LOX inh
16	7%	1.2%	-11%	-21%
17	-3%[57.1 µM]	-2.1%	-26%	-25%
18	-1%	-2.6%	-4%	-7%
19	3%	-0.6%	-18%	22%[57.4 µM]
20	6%	0.2%	-14%	0%
21	-1%	-0.1%	-4%	0%
22	0%	-0.1%	-29%	?
23	892%[activator]	23%	-12%	-2%
24	9%[57.1 µM]	-0.4%	-1%	-1%
25	-5%	-0.7%	-16%	7%[57.4 µM]
26	0%	0.7%	-21%	-6%
27	-5%	0.0%	-13%	-3%
28	-11%	-1.9%	-12%	1%
29	-1%[57.1 µM]	-3.1%	5%	-6%
30	-8%	-0.1%	-27%	-1%

# In another format: results already given
entry	Structure	TrxR1 inh	RGS4 inhibitor	Vif-A3F inh	Vif-APOBEC3G blk	IDH1 R132H inh	TrxR1 substrate	RXFP1 agonist	USP1 inh	12-LOX inh
26	O=C(Nc1ccc2c(c1)OCCO2)NC12CC3CC(CC(C3)C1)C2	7%	-4%	-6%	1%	6%	0%	0.7%	-21%	-6%
27	COc1ccc(CCNS(=O)(=O)c2ccc3c(c2)NC(=O)C(C)S3)cc1OC (configuration not stated)	7%	16%	-13%	-25%	-5%	-5%	0.0%	-13%	-3%
28	CCOCCCNCc1ccc(OCc2ccccc2Cl)cc1	-11%	7%	3%	0%	1%	-11%	-1.9%	-12%	1%
29	O=C1NC[C@@H](Cc2ccc(O)cc2)N(CCc2cccc(F)c2)C1=O	-10%[57.1 µM]	7%	2%	3%	9%	-1%[57.1 µM]	-3.1%	5%	-6%

# Next results
item	structure	TrxR1 inh	RGS4 inhibitor	Vif-A3F inh	Vif-APOBEC3G blk	IDH1 R132H inh
31	Cc1ccc(C)c(NC(=O)CN(C)C(=O)c2ccccc2OCc2ccccc2Cl)c1	-3%	10%	1%	-1%	2%
32	NS(=O)(=O)c1ccc(NNC(=O)c2ccccc2C(=O)O)cc1	18%	10%	1%	1%	1%
33	CC(C)c1ccc(NC(=O)COC(=O)c2ccc(CN3CCCC3=O)cc2)cc1	13%	-4%	4%	-8%	10%
34	OCCNC(=S)Nc1cc(Cl)cc(Cl)c1	20%[11.4 µM]	-7%	0%	1%	3%
35	FC(F)Sc1ccc(-n2cc(-c3ccccc3)[n+]3c2CCC3)cc1	-7%	-11%	4%	0%	-5%
36	Nc1nc(SCC(=O)Nc2ccccc2Sc2ccccc2)n[nH]1	18%	18%	-4%	3%	9%
37	CCC1CCc2c(sc(NC(=O)C3c4ccccc4Oc4ccccc43)c2C(=O)OC)C1 (configuration not stated)	34%	-3%	-4%	-3%	-6%
38	Cc1ccccc1NC(=S)N(C)CCc1ccccn1	0%	3%	-19%	0%	13%
39	CCCN1C(=O)c2ccccc2NC1c1ccc(Br)cc1 (configuration not stated)	?	5%[56.9 µM]	-1%	-3%	-7%
40	COCCCNc1nc2c(-c3cccc(C)c3)nnn2c2ccccc12	49%	-11%	-8%	1%	8%
41	COc1ccccc1CNC(=O)CNC(=O)N1CC(=O)Nc2ccccc21	3%	6%	0%	0%	2%
42	CN(C)S(=O)(=O)c1cccc(NC(=O)C2CCCN(C(=O)c3ccc(Cl)cc3)C2)c1 (configuration not stated)	.	.	1%	-1%	-2%
43	COc1ccc(CNC(=O)CN2CCC(C(=O)c3ccc(OC)cc3)CC2)cc1	4%	1%	-8%	2%	12%

item	TrxR1 substrate	RXFP1 agonist	USP1 inh	12-LOX inh
31	-9%	0.4%	-28%	-15%
32	3%	-3.4%	-20%	0%
33	3%	2.9%	-23%	190%[activator]
34	11%[11.4 µM]	0.7%	?	0%
35	-9%	2.2%	-10%	1%
36	-3%	-0.4%	4%	5%
37	4%	0.1%	-13%	-25%
38	6%	1.0%	-17%	-1%
39	124%[activator]	-0.5%	-16%	60%[activator]
40	22%[57.1 µM]	13%	-21%	-1%
41	-7%	-1.9%	-15%	6%
42	.	.	-32%	-9%
43	2%	0.3%	-3%	13%
